# Screening results (PubChem)
# PI4K2A inh = inhibitors of human PI4K2A | Q9BTU6 | purified PI4K2A, ADP-Glo luminescence, 1 h; hits give low values | activity change, negative = inhibition, % at 76.9 µM | 0.13% of 420,000 active | AID 1346378; in the data active = activity change below about -50%; inconclusive = mostly about -30% to -49%;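 note: -100% = wells without enzyme as full effect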
#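 ADP-Glo luminescence measured ADP generated by PI4K2A enzyme (4 ug/mL before mixing) with 1.2 mM PI substrate (pre-mix) and 300 microM ATP (pre-mix). Tris pH7.5 buffer with MgCl2, Triton X-100; 1 h reaction at ambient temperature.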
# HP1b binding inh = HP1-beta chromodomain-methylated histone interaction inhibition | P83916 | AlphaScreen HP1-beta / biotin-H3K9me3 peptide binding | Potency, µM (top dose mostly 114 µM), for the others: at the top dose activity change, negative = inhibition, hits mostly inhibitors | 0.56% of 390,000 active | AID 540317; note: potency is the fitted concentration of half-maximal effect; nearly all actives have a fitted effect of over 70% in size; inactives centre near 23
#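 AlphaScreen: HP1-beta (50 nM) preformed 30 min with biotin-H3(1-18)K9me3 peptide (50 nM) in PBS pH 7.4, 0.01% Tween-20. Compound added for 30 min at RT, then streptavidin donor/nickel chelate acceptor beads (10 ug/mL) for 30 min.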
# G9a inh = G9a (human) methyltransferase inhibition; 8.8% of 350,000 active; AID 504332; Potency, µM (highest dose often 102 µM), without a hit: at the top dose activity, negative = inhibition, actives largely listed as inhibitors; G9a H3K9 monomethylation, AlphaScreen, 2 h; Q96KQ7; note: potency is the fitted concentration of half-maximal effect; % is set by controls: 0 for no effect and ±100 for the full control effect; nearly all actives have a fitted effect of over 75% in size
#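 Methyltransferase reactions run at room temperature for 2 h (20 nM enzyme, 500 nM biotin-H3K9 peptide, 20 uM SAM) after a 15 min compound preincubation; product detected by AlphaScreen beads and anti-H3K9me1 antibody.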
# GLS inh = blocks human kidney-isoform glutaminase activity | Potency, µM (top dose mostly 45.5 µM), for inactives: at the highest dose activity change, negative = inhibition, actives largely listed as inhibitors | GLS enzymatic activity, qHTS titration | 0.21% of 410,000 active | O94925; note: potency is the fitted concentration of half-maximal effect; % is set by controls: 0 for no effect and ±100 for the full control effect
#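 Enzyme dispensed in phosphate buffer (45 mM, pH 8.2, 0.02% Tween-20), compounds pinned in, then 1 mM L-glutamine solution and the glutamate oxidase–HRP–Amplex Red mix added; fluorescence read immediately and again after 30 min at room temperature.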
# Pol eta inh = inhibitors of human DNA polymerase eta | recombinant Pol eta, fluorescent DNA replication assay | Potency, µM (series often up to 114 µM), for the others: at the highest dose activity change, negative = inhibition, actives largely listed as inhibitors | 1.2% of 390,000 active | AID 588591; note: potency is the fitted concentration of half-maximal effect; % is set by controls: 0 for no effect and ±100 for the full control effect
#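 Pol eta (10 nM) was preincubated with compounds for 15 min at room temperature, after which fluorescent replication substrate (50 nM final) was added to start the reaction. Fluorescence was read kinetically at 0 and 10 min.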
# BAZ2B inh = blocks human BAZ2B; Q9UIF8; AlphaScreen BAZ2B-H3K14Ac peptide displacement; Potency, µM (doses to about 114 µM), inactives show at the top dose activity change, negative = inhibition, actives largely listed as inhibitors; 4.4% of 360,000 active; AID 504333; note: potency is the fitted concentration of half-maximal effect; % is set by controls: 0 for no effect and ±100 for the full control effect; nearly all actives have a fitted effect of over 60% in size
# Target sequence (Q9UIF8 whole entry, looked up): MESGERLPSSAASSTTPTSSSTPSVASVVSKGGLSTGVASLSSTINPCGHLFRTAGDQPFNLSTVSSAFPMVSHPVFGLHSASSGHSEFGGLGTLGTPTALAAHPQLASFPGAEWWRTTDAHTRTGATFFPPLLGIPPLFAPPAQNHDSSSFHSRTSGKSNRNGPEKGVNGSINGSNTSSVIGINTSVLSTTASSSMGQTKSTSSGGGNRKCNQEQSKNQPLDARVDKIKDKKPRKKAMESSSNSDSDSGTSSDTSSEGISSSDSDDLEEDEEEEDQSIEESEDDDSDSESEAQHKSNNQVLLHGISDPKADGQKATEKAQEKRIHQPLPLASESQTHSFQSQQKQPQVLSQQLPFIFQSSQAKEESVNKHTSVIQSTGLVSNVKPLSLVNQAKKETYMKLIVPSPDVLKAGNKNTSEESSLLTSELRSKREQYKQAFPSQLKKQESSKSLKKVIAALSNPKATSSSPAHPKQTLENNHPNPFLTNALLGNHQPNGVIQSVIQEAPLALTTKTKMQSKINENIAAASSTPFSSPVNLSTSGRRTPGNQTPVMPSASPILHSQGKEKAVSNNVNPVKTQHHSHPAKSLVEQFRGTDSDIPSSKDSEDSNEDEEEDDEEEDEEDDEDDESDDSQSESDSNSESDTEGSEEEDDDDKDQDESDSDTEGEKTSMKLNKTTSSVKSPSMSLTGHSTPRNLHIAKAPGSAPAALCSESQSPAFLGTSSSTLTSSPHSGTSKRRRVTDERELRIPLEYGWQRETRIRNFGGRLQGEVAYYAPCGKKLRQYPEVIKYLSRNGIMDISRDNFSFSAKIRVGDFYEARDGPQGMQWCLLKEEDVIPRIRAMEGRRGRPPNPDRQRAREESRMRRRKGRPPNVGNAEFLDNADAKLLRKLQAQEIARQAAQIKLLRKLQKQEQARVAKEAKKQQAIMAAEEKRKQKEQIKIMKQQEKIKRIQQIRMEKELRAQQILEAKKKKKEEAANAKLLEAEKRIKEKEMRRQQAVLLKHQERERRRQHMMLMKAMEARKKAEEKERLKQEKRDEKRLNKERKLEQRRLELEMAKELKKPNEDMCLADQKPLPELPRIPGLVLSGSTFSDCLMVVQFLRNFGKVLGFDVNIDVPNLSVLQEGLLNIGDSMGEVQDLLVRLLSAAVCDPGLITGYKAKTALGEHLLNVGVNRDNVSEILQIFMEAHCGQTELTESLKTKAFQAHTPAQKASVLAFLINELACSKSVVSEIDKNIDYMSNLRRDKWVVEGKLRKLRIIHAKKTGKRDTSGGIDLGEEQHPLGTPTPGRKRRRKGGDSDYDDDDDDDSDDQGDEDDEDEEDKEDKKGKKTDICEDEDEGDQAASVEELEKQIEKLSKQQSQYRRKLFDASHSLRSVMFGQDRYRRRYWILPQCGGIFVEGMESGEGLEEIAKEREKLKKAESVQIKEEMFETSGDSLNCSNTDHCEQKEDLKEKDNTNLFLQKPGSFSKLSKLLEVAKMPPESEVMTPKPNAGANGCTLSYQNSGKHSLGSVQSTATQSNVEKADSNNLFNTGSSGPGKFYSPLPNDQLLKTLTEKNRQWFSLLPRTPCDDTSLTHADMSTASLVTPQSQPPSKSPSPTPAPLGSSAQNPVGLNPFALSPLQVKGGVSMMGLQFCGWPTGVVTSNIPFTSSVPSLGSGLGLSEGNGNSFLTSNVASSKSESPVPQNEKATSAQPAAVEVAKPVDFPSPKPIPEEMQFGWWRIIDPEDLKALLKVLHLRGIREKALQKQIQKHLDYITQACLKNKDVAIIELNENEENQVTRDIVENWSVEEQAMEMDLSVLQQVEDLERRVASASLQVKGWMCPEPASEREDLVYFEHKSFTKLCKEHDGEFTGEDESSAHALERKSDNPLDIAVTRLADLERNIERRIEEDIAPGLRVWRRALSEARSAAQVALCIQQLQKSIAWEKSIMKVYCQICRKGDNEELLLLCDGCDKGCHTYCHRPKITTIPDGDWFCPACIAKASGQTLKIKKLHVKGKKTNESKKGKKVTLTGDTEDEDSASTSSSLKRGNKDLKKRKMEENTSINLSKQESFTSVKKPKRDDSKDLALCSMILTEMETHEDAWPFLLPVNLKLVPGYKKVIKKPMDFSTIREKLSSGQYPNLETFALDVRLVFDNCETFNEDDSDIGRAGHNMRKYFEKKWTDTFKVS
#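 Compounds, titrated to a top concentration of 110 uM, were incubated 30 min at room temperature with preformed BAZ2B/acetyl-K14 H3 peptide complex (50 nM each). Proximity signal was measured by AlphaScreen after 20 min with beads.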
# PGK inhibitor = T. brucei PGK inhibition. 0.043% of 380,000 active. Potency, µM (top dose mostly 57.5 µM), for the others: at the top dose activity change, negative = inhibition, usual class: inhibitors. AID 602233. PGK/GAPDH coupled, Kinase-Glo luminescence, 60 min. P07378; note: potency is the fitted concentration of half-maximal effect; % is set by controls: 0 for no effect and ±100 for the full control effect; nearly all actives have a fitted effect of over 60% in size
#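 Recombinant glycosomal PGK reaction used 1,3-bisphosphoglycerate generated in-well by GAPDH (100nM final) in 100mM TEA pH 7.6, 5mM MgCl2, 0.01% Tween-20. After 60 minutes at room temperature, ATP was read by Kinase-Glo Plus luminescence end-point.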
# JMJD2A Tudor inh = blocks the human JMJD2A Tudor domain; O75164; AlphaScreen JMJD2A-Tudor / H3K4me3 peptide binding; Potency, µM (series often up to 114 µM), without a hit: top-dose activity change, negative = inhibition, hits mostly inhibitors; 4.4% of 390,000 active; AID 504339; note: potency is the fitted concentration of half-maximal effect; % is set by controls: 0 for no effect and ±100 for the full control effect; nearly all actives have a fitted effect of over 50% in size
# Pin1 inh = blocks the human prolyl isomerase Pin1 | Q13526 | Pin1 FP peptide displacement, HiFluor488, 10 min | Potency, µM (doses to about 115 µM), inactives show at the highest dose activity, negative = inhibition, actives largely listed as inhibitors | 0.009% of 390,000 active; active = well fitted inhibition curve with a large enough effect in the polarisation, with a control signal flat, not every such curve was filed as active; inconclusive = small, poorly fitted or top-dose-only effect, or effect the other way, or a change in a side signal; inactive = no such curve, though single readings can be large or run the other way; the % refers to the polarisation; note: potency is the fitted concentration of half-maximal effect; % is set by controls: 0 for no effect and ±100 for the full control effect
# Active calls of the source: *; i = inactive; ? = inconclusive; . = not tested or not shown; [ ] = another dose, or the depositor's remark. Unless noted, calls come from the whole dose curve; as a rule, active = well fitted curve in the direction sought with a large enough effect; inconclusive = small, poorly fitted or top-dose-only effect, or another doubt; inactive = no such curve, though single readings can be large; an effect the other way counts as inactive or inconclusive. Some of the compounds tested, so the mix of outcomes need not match the whole.
SMILES,PI4K2A inh,HP1b binding inh,G9a inh,GLS inh,Pol eta inh,BAZ2B inh,PGK inhibitor,JMJD2A Tudor inh,Pin1 inh
COc1ccc(CN2CCC(C(=O)N3CCCC(C)C3)CC2)cc1OC (centres undefined),1,-16%,18µM*,-5%,-2%,50µM*,i,18µM*,-8%
FC(F)(F)c1cccc(Cc2noc(CN3CCCC3)n2)c1,3,33%,.,1%,-15%,-1%,-4%,-8%,96%[activator]
CCN(Cc1ccccc1)C(=O)c1cc(COc2c(F)cccc2F)on1,2,57%[activator],421%[activator],3%,-10%,50%[activator],4%,81%[activator],7%
Nc1cc(S(=O)(=O)Nc2cc(Cl)ccc2Cl)ccc1N1CCOCC1,-13,?,11µM*,?,-4%,-34%,-9%,?,-10%
O=C(Nc1cccc2ncccc12)c1ccccc1F,2,23%,58%[activator],-2%,-7%,-16%,-2%,8%,3%
CC(C)(C)c1ccc(C(=O)NCC(=O)N/N=C/c2cccs2)cc1,10,4%[57 µM],10%[59 µM],6%,-4%,-19%,0%,-15%,-5%
O=C(CSc1nnc(-c2ccccc2)o1)Oc1ccc(Br)cc1,4,26%,16%[59 µM],-3%,-2%,9%,i,-14%,23%
COc1cc(NS(C)(=O)=O)c(OC)cc1NC(=O)c1ccccc1,2,7%,-7%[59 µM],25%,-4%,-27%,3%,-22%,2%
COc1ccc(CC(=O)Nc2ccc(C(C)=O)cc2)cc1,-6,44%[activator],11%[12.7 µM],0%,8%,?,0%,-10%,-1%
COc1ccc(Cn2nnnc2C(c2ccncc2)N2CCOCC2)cc1 (centres undefined),0,36%,-46%[12.7 µM],1%,-11%,-12%,-2%,-18%,0%
Cc1nn(-c2ccccc2)c(C)c1C(=O)OCC(=O)c1c(N)n(CC(C)C)c(=O)n(C)c1=O,3,24%,?,-14%,-18%,-6%,-1%,-13%,11%
COc1ccc(-n2c(Cc3cccn3C)nnc2SCC(N)=O)cc1,1,44%[activator],50µM*,-2%,?,-13%,6%,-21%,-16%
Cc1ccc(C(C(=O)NC2CCCCC2)N(Cc2ccco2)C(=O)Cc2c[nH]c3ccccc23)o1 (centres undefined),0,-10%,-39%[59 µM],4%,-26%,?,0%,?,21%
CCOc1ccc(CC(=O)NCCS(=O)(=O)N2CCN(c3ccccc3)CC2)cc1,-1,-4%,?,21%,-8%,5%,-10%,-7%,-2%
CN(Cc1ccccc1)C(=O)c1ccc(NC(=O)Cc2ccc(NC(=O)C3CCCN(C(=O)C4CCC4)C3)cc2)cc1 (centres undefined),-1,17%,.,-1%,-19%,.,-8%,-21%,-5%
Cc1sc2ncn(CC(=O)NCc3ccco3)c(=O)c2c1-c1ccccc1,-8,-4%,.,12%,-3%,?,-2%,-35%,-6%
Cc1ccc(Cn2c(SCC(=O)NCc3ccco3)nc3ccsc3c2=O)cc1,3,3%,10%[59 µM],5%,6%,8%,0%,-17%,2%
COc1ccccc1NS(=O)(=O)c1ccc(N/N=C/C=C/c2ccccc2[N+](=O)[O-])c([N+](=O)[O-])c1,-4,-15%,-51%,12%,-6%,?,-4%,?,5%
COc1cc(OC)cc(C(=O)NCC(=O)OCC(=O)C(C)(C)C)c1,-1,66%[activator],-7%[59 µM],-7%,-6%,-4%,.,-14%,0%
COc1cccc(CN2CCN(Cc3cc(OC)c(OC)cc3OC)CC2)c1,-8,18µM*,45µM*,76%[activator],-11%,20µM*,-2%,1.6µM*,-10%
Cc1nn(CCOc2ccccc2)c(=O)n1-c1cccc(F)c1,-1,26%,9%[59 µM],5%,-11%,-6%,-1%,0%,-6%
O=C(O)C=C1C2CC3CC(C2)CC1C3,4,40%[activator],26%[59 µM],1%,-1%,20%,-2%,-5%,4%
CC1CCN(C(=O)COC(=O)c2ccc([N+](=O)[O-])o2)CC1,-20,16%,.,3%,50µM*,.,0%,-1%,-10%
c1ccc2c(c1)COC(CN1CCCCC1)OC2,5,51%[activator],.,-10%,-8%,-6%,i,-6%,0%

# Among those listed so far, 2 have a nitro group on carbon:
SMILES,PI4K2A inh,HP1b binding inh,G9a inh,GLS inh,Pol eta inh,BAZ2B inh,PGK inhibitor,JMJD2A Tudor inh,Pin1 inh
COc1ccccc1NS(=O)(=O)c1ccc(N/N=C/C=C/c2ccccc2[N+](=O)[O-])c([N+](=O)[O-])c1,-4,-15%,-51%,12%,-6%,?,-4%,?,5%
CC1CCN(C(=O)COC(=O)c2ccc([N+](=O)[O-])o2)CC1,-20,16%,.,3%,50µM*,.,0%,-1%,-10%

# Going on with the list.
SMILES,PI4K2A inh,HP1b binding inh,G9a inh,GLS inh,Pol eta inh,BAZ2B inh,PGK inhibitor,JMJD2A Tudor inh,Pin1 inh
O=C(Nc1ccccc1Oc1ccccc1)c1cc([N+](=O)[O-])ccc1Cl,-3,-20%,?,-13%,-22%,?,-7%,?,12%
c1ccc(Sc2ncnc3c2oc2ccccc23)cc1,-2,202%,4%[12.7 µM],?,4%,97%[activator],2%,66%[activator],?
C/C(CCC1CC(C)OC1=O)=N\NC(N)=O (centres undefined),3,13%,33%[activator],6%,-3%,2%,-4%,-19%,0%
CC1(C)CC(=O)c2cc(-c3nc(-c4ccc(Br)cc4)cs3)c(=O)n(-c3ccccc3)c2C1,0,36%[activator],6%[59 µM],-3%,-8%,8%,-9%,8%,8%
COc1ccccc1N1C(=S)NC2CS(=O)(=O)CC21 (centres undefined),2,15%,.,2%,-6%,4%,i,-9%,-7%
Cc1occc1-c1nnc(SCC(=O)Nc2nccs2)n1Cc1ccco1,-1,2%,-28%[59 µM],30%,0%,?,-6%,-18%,1%
Cc1cc(C)cc(NC(=O)N2CCC(N3CCN(Cc4ccccc4)C(=O)C3=O)CC2)c1,1,38%,-3%[59 µM],-3%,-15%,-1%,2%,-10%,-1%
Cc1ccccc1N1OC2C(=O)N(c3ccc(F)cc3)C(=O)C2C1c1ccccn1 (centres undefined),9,22%,11%[12.7 µM],5%,-1%,9%,.,1%,-7%
CC[C@@]1(c2cccc(C)c2)C(=O)N(C(=O)OC)N1C(=O)OC,-1,42%[activator],45µM*,16%,-17%,?,2%,-26%,-3%
CC(C)(C)N=Cc1c(O)ccc2oc3c(c12)CCCC3,-7,84%[activator],-5%,6%,40µM*,95%[activator],-7%,?,.
COc1cc(S(=O)(=O)N2CCOCC2)cc(C(=O)NCC(c2cccs2)N2CCOCC2)c1OC (centres undefined),-2,40%[activator],.,4%,-16%,.,-3%,-2%,2%
Cc1occc1C(=O)NCc1cccc(CNC(=O)c2ccoc2C)c1,?,?,22µM*,-30%,3.5µM*,50µM*,?,56µM*,.
Cc1ccc(NC(=O)CSCC(=O)O)cc1,-4,39%[activator],-3%,1%,-11%,-20%,-2%,-22%,-8%
CN(Cc1ccccc1)c1ncnc2onc(-c3ccc(F)cc3)c12,5,17%,6%[59 µM],-11%,-8%,36%[57.1 µM],-10%,10%,-6%
CCC(C(=O)NCc1ccc(F)cc1)N(CCc1ccccc1)C(=O)c1snc(C(N)=O)c1N (centres undefined),0,15%,6%,-3%,-7%,-1%,-2%,-11%,-1%
C=CCCCCCCCC(=O)OC,1,26%,-34%[59 µM],6%,-5%,-31%,3%,-10%,-3%
CCOC(=O)c1oc2ccccc2c1COC(=O)CNC(=O)c1ccc(C)cc1,0,5%,19%[12.7 µM],-3%,1%,10%,1%,-5%,5%
C/C=C/C(=O)Nc1cccc(C2=NOC3(C2)C[C@@H](C(N)=O)N(C(=O)/C(C)=C/C)C3)c1 (some centres undefined),-1,23%,4%[12.7 µM],0%,-2%,-2%,-9%,-15%,-13%
CC(=O)N(C)c1cccc(-c2ccc3nnc(C)n3n2)c1,-2,23%,-2%,5%,-10%,-9%,i,-15%,1%
COc1ccc(C2NC(=O)c3sc(=S)n(-c4ccccc4)c3N2)cc1 (centres undefined),-1,25%,-43%[12.7 µM],12%,-14%,-12%,i,-13%,4%
O=C(O)CSc1c2c(nc3cc(C(=O)Nc4ccc(F)c(Cl)c4)ccc13)CCC2,5,-1%,-33%[59 µM],-10%,?,79µM*,-8%,?,?
CN(CC(=O)Nc1ccccc1C(=O)N1CCCC1)S(=O)(=O)c1ccc(Br)cc1,-3,68%[activator],?,0%,-8%,0%,i,-10%,-1%
Cc1ccccc1NC(=O)COc1coc(CN2CCCc3ccccc32)cc1=O,-2,6%,50µM*,19%,-17%,50µM*,-1%,?,-4%
CN1CCN(CCCNC(=O)c2ccc(/C=C3\Oc4ccccc4N(Cc4ccccc4F)C3=O)cc2)CC1,-3,17%[57 µM],?,-16%,-8%,-31%,-1%,-34%,?
COc1ccc(NC2CCCN(C(=O)C3=NN(C)C(=O)CC3)C2)cc1OC (centres undefined),-3,21%,-2%[59 µM],22%,-16%,-16%,8%,-8%,-6%
CCN(CC)S(=O)(=O)c1cccc(C(=O)OC2CCOC2=O)c1 (centres undefined),-7,?,9%,-15%,?,0%,-3%,-22%,-4%
O=C(COc1cccnc1[N+](=O)[O-])NCCc1ccc(F)cc1,1,18%,-1%,-6%,-19%,-1%,-4%,9%,2%
CCOc1ccc(-c2noc(CCCC(N)=O)n2)cc1OC,6,19%,17%,-2%,-7%,-3%,0%,4%,4%
COc1ccccc1NC(=O)Cc1nnc(SCC(=O)c2ccc(F)cc2)n1C,-4,14%,22%,11%,-15%,-7%,-4%,-4%,-5%
O=C(NNS(=O)(=O)c1ccc(F)cc1)c1ccc([N+](=O)[O-])cc1Cl,-9,-5%,?,9%,-7%,6%,-5%,-5%,-3%
